Screening data as filed in PubChem.
RSV antiviral HEp-2: RSV antiviral activity via CPE protection, HEp-2 cells, primary 10 µM value included (AID 2391) | HEp-2 cells, RSV-induced CPE inhibition; higher % means a stronger effect | CPE inhibition, % at 10 µM, or IC50 in µM where a hit was titrated | hit rate 0.13% among 310,000; in the data active = a potency from the dose series; inconclusive = CPE inhibition mostly from about 23% at the one dose, without a potency; inactive = the rest, 99 in 100 with CPE inhibition below about 21%; note: strong numbers were not always called active
UTI89 phage lysis: protection from phage-mediated lysis, alamar blue read-out – E. coli UTI89, K1F phage, bacterial capsule biogenesis inhibitors (AID 488966); E. coli UTI89 K1F phage lysis, alamar blue, 2 h; higher % means a stronger effect; inhibition, % at 100 µM; hits with a dose series show IC50 in µM; hit rate 0.02% among 340,000;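 active = phage lysis inhibition, versus mean bacterial control, above a set limit; inconclusive = no clear call, values can overlap the other calls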;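 note: capsule biogenesis inhibitors block K1F phage lysis so surviving cells raise fluorescence; higher fluorescence means more inhibition of phage lysis; actives were called in the ten point dose series up to 300 µM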
NS5 inhibitors: flavivirus cap methylation enzyme inhibition – biochemical, confirmation dose response, primary screen (AID 588689); Dengue-2 NS5 methyltransferase capping enzyme assay, biochemical; higher % means a stronger effect; inhibition, % at 25 µM; hits with a dose series show IC50 in µM; hit rate 0.3% among 340,000; in the data active = a potency from the dose series; inconclusive = inhibition above about 29% without an active follow-up result
AID2073: inhibitors of Mint1-CaV2.2 protein interaction, biochemical, HTRF (AID 2073); HTRF protein-protein interaction, Mint1-CaV2.2; higher % means a stronger effect; inhibition, % at 20 µM; hits with a dose series show IC50 in µM; hit rate 0.19% among 290,000; in the data active = inhibition mostly above about 51%, no sharp cut-off; inconclusive = no clear call, values can overlap the other calls; inactive = mostly below about 53%; note: some results filed as inactive read as strong as hits
GPR35 antagonists: inhibition of zaprinast-stimulated GPR35 beta-arrestin translocation – imaging, U2OS, beta-arrestin-GFP, zaprinast agonist, primary screen (AID 2058). hit rate 0.052% among 290,000. inhibition, % at 10 µM, or IC50 in µM where a hit was titrated. U2OS GPR35 beta-arrestin-GFP translocation imaging, zaprinast antagonism; higher % means a stronger effect;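 active = inhibition of at least 50% with at least 30 cells and total cytoplasm GFP at most 10,000,000; inconclusive = under 30 cells or total GFP of 10,000,000 plus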
WT yeast gro inh: growth inhibition of WT yeast, mitochondrial fusion screen | mitochondrial fusion phenotypic screen, WT strain | inhibition, % at 10 µM | hit rate 2.1% among 190,000; in the data active = inhibition above about 58%; tested in S. cerevisiae
LYP inhibition: inhibitors of LYP phosphatase, biochemical, fluorescence intensity, uHTS (AID 1779); one-dose inhibition, % at 11.5 µM; IC50 in µM for titrated hits; recombinant LYP phosphatase, fluorescence intensity; higher % means a stronger effect; hit rate 0.054% among 290,000; in the data active = inhibition above about 50%;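 note: plate controls were vehicle with enzyme for no effect and no enzyme for full effect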
NTR1 ag: agonists of NTR1, primary screen, imaging, U2OS cells, beta-arrestin-GFP, high content (AID 493036) | P30989 | NTR1-U2OS beta-arrestin-GFP spot imaging, agonist mode | activation, % at 20 µM | hit rate 0.17% among 330,000;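 active = activation at or above 40% of the spot to cytoplasm intensity ratio, with at least 20 cells analyzed; inconclusive = wells under 20 cells, flagged as cytotoxic or low count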;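 note: 0% = DMSO without peptide and 100% = 100 nM NTR1 peptide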
Target sequence (P30989 whole entry, looked up): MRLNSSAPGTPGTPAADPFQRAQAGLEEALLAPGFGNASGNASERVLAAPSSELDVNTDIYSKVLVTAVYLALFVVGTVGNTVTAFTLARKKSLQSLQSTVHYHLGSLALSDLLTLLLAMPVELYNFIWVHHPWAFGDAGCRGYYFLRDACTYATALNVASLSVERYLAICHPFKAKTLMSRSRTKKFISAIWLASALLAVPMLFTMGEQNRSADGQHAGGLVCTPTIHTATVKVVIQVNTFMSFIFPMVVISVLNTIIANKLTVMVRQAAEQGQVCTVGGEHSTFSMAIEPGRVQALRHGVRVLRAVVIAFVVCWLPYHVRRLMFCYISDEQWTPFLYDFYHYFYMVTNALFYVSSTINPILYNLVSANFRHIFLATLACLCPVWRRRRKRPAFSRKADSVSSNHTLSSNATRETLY
Autophagy HCS: modulators of autophagy; hit rate 0.98% among 190,000; calls only at 10 µM (by protocol); MEF GFP-LC3 puncta imaging; test concentration mostly 10 µM;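 active = percentage of spot-positive cells more than 3 SD above its plate mean, without a fluorescence outlier flag or 80% toxicity; inconclusive = no clear call, values can overlap the other calls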;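 note: spot-positive cell cutoff set from DMSO-treated cells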
WT yeast gro inh mutant strain: second read-out of WT yeast gro inh, no call of its own (marks repeat the call); inhibition, %; mitochondrial fusion phenotypic screen, mutant strain inhibition
Autophagy HCS cell loss 18 h: recorded beside Autophagy HCS, whose call it bears; toxicity, %; measured here: cell loss, nuclei count;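 cell loss after 18 h compound exposure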
NTR1 ag cell count 20 µM: recorded beside NTR1 ag, whose call it bears; cell count; measured here: cell count, cytotoxicity flag
NS5 inhibitors pilot replicate: further read-out of NS5 inhibitors, marked with its call; inhibition, %; measured here: pilot screen replicate inhibition
An asterisk follows results filed as active; i = inactive; ? = inconclusive; . = no result given; + = active, no number; [ ] = another dose, or the depositor's remark. Compounds as they come (roughly 2.6% active in at least one column).

SMILES	RSV antiviral HEp-2	UTI89 phage lysis	NS5 inhibitors	AID2073	GPR35 antagonists	WT yeast gro inh	WT yeast gro inh mutant strain	LYP inhibition	NTR1 ag	NTR1 ag cell count 20 µM	Autophagy HCS	Autophagy HCS cell loss 18 h	others
O=C(Nc1cc(Cl)ccc1Cl)c1ccco1	0.6%	2.2%	.	4%	6%	.	.	-9%	0.6	45	.	.
Clc1cccc(CN2CCCCCC2)c1Cl	0.7%	-0.8%	-1%	-4%	-6%	.	.	-7%	-0.6	57	.	.
C#CCOCCOCCOCCNc1nc(N2CCN(C(=O)[C@H]([C@@H](C)CC)n3cc([C@@H](N)CC(C)C)nn3)CC2)nc(N2CCN(C(=O)[C@H](CCCCN)n3cc([C@@H](N)C(C)CC)nn3)CC2)n1 (some centres undefined)	1.1%	1.3%	-2%	-2%	-1%	-38	-24	-8%	-1.5	103	i	-6
CCC(C)c1ccc(NC(=O)C2CCN(c3ncccn3)CC2)cc1 (centres undefined)	12%	-0.5%	-2%	14%	-4%	-8	1	-2%	-0.6	88	i	4
Cc1cc(=O)n2c(ccc3ccccc32)c1C#N	17%	-0.1%	-12%	7%	12%	5	-34	-11%	-0.8	42	i	6
COC(=O)c1cc(NC(C)=O)ccc1N1CCOCC1	-0.4%	-0.1%	-7%	-8%	13%	-13	5	-6%	-0.7	83	i	-10
Cc1cccc(Cc2nnc(CCC(=O)N(C)Cc3ccncc3C)o2)c1	3.4%	-1.2%	-15%	-12%	3%	-3	-6	-11%	0.3	54	i	-18
Cc1cc(C)n(CCCC(=O)O)n1	-0.2%	0.4%	.	2%	2%	-10	-10	-5%	-1.0	110	i	-6
CCCNC(=O)c1oc2ccc3c(c2c1C)C(=O)CC(C)(C)O3	2.4%	0.0%	-11%	24%	1%	-19	-18	-5%	0.9	90	i	-7
CCCS(=O)(=O)N1CCCC(C(=O)NC2CCCCC2)C1 (centres undefined)	-0.6%	0.1%	1%	-4%	-1%	16	2	0%	1.1	37	i	2
FC(F)(F)c1cnc2c(c1)[nH]c(=S)n2-c1ccc(Cl)cc1	5.8%	0.4%	-6%	-21%	-2%	.	.	4%	7.8	91	.	.
FC(F)(F)c1nc(Sc2ncccc2C(F)(F)F)n[nH]1	0.9%	-0.9%	-5%	-6%	14%	.	.	-5%	0.5	49	.	.
Cc1cccc(Nc2nc(Cl)ncc2F)c1C	-0.2%	0.0%	-2%	14%	3%	.	.	-9%	2.0	61	.	.	NS5 inhibitors pilot replicate=-3.6
CCOC(=O)C1(CCc2ccccc2)CCN(Cc2cc(OC)c(OC)cc2OC)CC1	0.8%	3.2%	-10%	10%	-5%	.	.	-7%	0.9	62	.	.
Cc1nc(NC(=O)c2ccc(Br)s2)sc1C(=O)N(C)C	2.1%	5.5%	2%	6%	-6%	3	-7	-5%	2.5	53	i	-3

The closing two records of the part before open the next one:
SMILES	RSV antiviral HEp-2	UTI89 phage lysis	NS5 inhibitors	AID2073	GPR35 antagonists	WT yeast gro inh	WT yeast gro inh mutant strain	LYP inhibition	NTR1 ag	NTR1 ag cell count 20 µM	Autophagy HCS	Autophagy HCS cell loss 18 h	others
CCOC(=O)C1(CCc2ccccc2)CCN(Cc2cc(OC)c(OC)cc2OC)CC1	0.8%	3.2%	-10%	10%	-5%	.	.	-7%	0.9	62	.	.
Cc1nc(NC(=O)c2ccc(Br)s2)sc1C(=O)N(C)C	2.1%	5.5%	2%	6%	-6%	3	-7	-5%	2.5	53	i	-3
CC(C)=CCc1c(O)c(CC=C(C)C)c2occ(-c3ccc(O)cc3)c(=O)c2c1O	3.1%	0.0%	-2%	30%	34%	.	.	-4%	18	86	.	.
Cc1cccc2sc(NC(=O)CN3C(=O)C4CC=CCC4C3=O)nc12 (centres undefined)	0.6%	-0.8%	-7%	-5%	10%	-6	6	-3%	0.3	94	i	4
COc1cc(N)c(Cl)cc1C(=O)OCC(=O)N(C)C1CCCCC1	1.1%	0.6%[50 µM]	-5%	.	.	.	.	.	-3.5	61	.	.
CCOc1ccccc1-c1nc(-c2cc3ccccc3nc2OC)no1	5.9%	0.7%	2%	-5%	10%	10	25	0%	4.9	68	i	7
N#CCCN1C(=O)C2(OCCO2)c2ccccc21	0.9%	0.2%	-1%	-9%	-1%	.	.	-5%	1.6	92	.	.
O=C(CN1CCN(CC(=O)Nc2cccc(F)c2)CC1)Nc1ccc(-c2ccccc2)cc1	0.8%	0.2%	-8%	2%	4%	.	.	1%	10	71	.	.
CC(Nc1nc(-c2ccc3c(c2)NC(=O)CO3)cs1)c1ccccc1 (centres undefined)	6.6%	-4.5%	-1%	0%	0%	37	34	2%	9.8	36	i	-4
CC(Oc1ccccc1Cl)C(=O)N(Cc1ccco1)C1CCS(=O)(=O)C1 (centres undefined)	3.3%	0.1%	1%	6%	11%	1	-12	-4%	1.1	43	i	5
Nc1nnc(-c2ccc(Cl)cc2Cl)s1	15%	-1.5%	-3%	13%	2%	18	-2	1%	0.9	29	i	13
C/C(=N\NC(=O)c1nnn(-c2nonc2N)c1-c1ccc2c(c1)OCO2)c1ccccc1	-1.4%	0.5%	-2%	12%	-16%	.	.	-9%	1.8	60	.	.
Cc1ccc(C(=O)OCC(=O)Nc2ccc(N(C)C)cc2)cc1NC(=O)c1ccco1	-0.1%	2.5%	-6%	-27%	9%	-4	-4	-6%	0.6	61	i	1
Nc1c(-c2cccc(Cl)c2)cnn1-c1cccc([N+](=O)[O-])c1	8.0%	0.4%	-2%	6%	12%	20	17	-2%	-2.0	96	i	-7
COc1cc2c(cc1OC)CN(C(=O)c1ccc3[nH]c(C)c(C)c3c1)CC2	42%	10%	-6%	6%	6%	.	.	3%	-0.6	88	.	.
C=CCn1c(SCC(=O)NC23CC4CC(CC(C4)C2)C3)nc2cc(C(=O)O)ccc2c1=O	2.2%	0.5%	-2%	12%	-7%	1	-21	-1%	0.5	69	i	16
COc1ccc(S(=O)(=O)N2CCCCCC2)cc1C(=O)N(C)CC(=O)Nc1c(Cl)cccc1Cl	-0.9%	0.7%[50 µM]	-1%	.	.	.	.	.	0.6	65	.	.
Cc1ccc2c(c1)c(N=O)c(O)n2Cc1ccc(Cl)cc1	21%	0.6%	3%	-3%	0%	74*	24*	3%	9.9	89	i	-22
Cc1ccc(SCC(=O)OCC(=O)NCCNC(=O)COC(=O)CSc2ccc(C)c(C)c2)cc1C	-0.3%	-0.2%[50 µM]	-8%	.	.	.	.	.	-1.0	40	.	.
Cn1ncc([N+](=O)[O-])c1C(=O)N/N=C/c1c[nH]c2ccccc12	-0.4%	-1.6%	.	-10%	2%	-21	11	-8%	0.6	95	i	3
COC(=O)c1cn(N(C)c2ncc(C(F)(F)F)cc2Cl)c(=O)c2ccccc12	2.8%	2.0%	1%	-3%	3%	72*	22*	4%	3.6	37	i	-7
Cc1ccc(-c2nnn(CC(=O)Nc3ccc4nn(-c5ccccc5)nc4c3)n2)o1	0.5%	-1.7%	-1%	18%	8%	20	22	-7%	-0.5	67	i	18
Cc1c(-c2ccnc3cc(C(=O)O)nn23)cnn1C	-0.5%	-0.7%	-8%	50%	-16%	4	-1	-13%	-0.5	51	+	3.6*
Cc1cc(N2CCC(C)CC2)nc2cccc(O)c12	12%	0.7%	-2%	-3%	10%	5	-7	-8%	3.5	84	i	11
COc1ccc(C(F)(F)F)cc1NC(=O)c1nc2nc(C)cc(C(F)F)n2n1	1.0%	0.7%	-6%	10%	-12%	15	11	-6%	1.3	67	i	-10
O=C(CCCC(=O)N1CCCc2ccccc21)N1CCCc2ccccc21	21%	0.3%	-6%	33%	-5%	-2	4	-2%	2.1	82	i	12
COc1ccc(CC(=O)OCC(=O)Nc2ccc3c(c2)OCO3)cc1OC	1.5%	0.4%	.	26%	3%	9	6	-2%	0.3	42	i	1
COc1cc(/C=C2\C(=N)N3N=CSC3=NC2=O)ccc1OS(=O)(=O)c1ccccc1[N+](=O)[O-]	2.1%	0.7%[50 µM]	12%	-1%	-1%	.	.	-8%	0.7	59	.	.
CC(=O)c1cn(Cc2ccccc2)c(=O)n(Cc2ccc(F)cc2)c1=O	4.7%	-0.7%	-1%	-14%	-17%	-11	8	0%	-0.4	94	i	10
CC(C)Oc1ccc(C2C(C(=O)c3ccco3)=C(O)C(=O)N2Cc2cccnc2)cc1 (centres undefined)	0.3%	1.0%	-13%	0%	-9%	11	27	0%	-0.9	86	i	-5
O=C(COc1ccc(Cl)cc1)NCCCNC(=O)c1cnccn1	1.3%	0.4%	-10%	12%	12%	.	.	-8%	0.7	58	.	.
C/C(=N\NC(=O)CCCOc1ccc(Cl)cc1C)c1ccc(C)o1	2.0%	-0.4%	-6%	38%	8%	0	-23	-3%	7.1	71	i	-6
O=c1c2ccccc2n2c(=S)[nH]nc2n1-c1ccccc1	2.9%	0.4%	1%	-17%	22%	.	.	-12%	-0.2	51	.	.
CCOC(=O)C1CCCCN1Cc1ccc(OC)c(OC)c1OC (centres undefined)	2.1%	-0.7%	3%	3%	6%	-7	19	-12%	0.2	82	i	14
Cc1ccc(NC2=NCC(=O)N2Cc2ccc3c(c2)OCO3)cc1	0.3%	3.3%	-14%	-2%	4%	13	-3	-6%	-2.4	57	i	3
O=C(NO)c1ccccc1C(F)(F)F	-0.1%	0.9%	-1%	-6%	10%	-7	-30	-2%	0.9	88	i	-9
O=C(CCc1ccccc1O)N/N=C/c1ccc(Sc2cccc3cccnc23)o1	?	-0.1%	-4%	-4%	-7%	3	-10	8%	-0.5	90	i	-3
O=C(Nc1cc(F)ccc1F)c1ccc(-n2cncn2)c([N+](=O)[O-])c1	2.3%	-0.2%[50 µM]	-5%	.	.	.	.	.	1.1	55	.	.
O=C(COC(=O)c1ccc2c(c1)OCO2)Nc1ccccc1F	0.1%	-0.5%	1%	.	.	.	.	.	-0.7	62	.	.
CCOC(=O)C1=C(COC(=O)COc2cc(C)ccc2C)NC(=O)NC1C (centres undefined)	-0.3%	1.7%[50 µM]	-9%	.	.	.	.	.	0.5	72	.	.
CC(=O)Nc1ccc(Nc2c3c4c(cccc4n(C)c2=O)C(=O)c2ccccc2-3)cc1	1.3%	0.3%	25%	-9%	-6%	-6	-16	-6%	-1.2	71	i	10
CSc1cccc(NC(=O)C2CCN(C(=O)c3ccccc3C)CC2)c1	16%	0.0%	-1%	3%	0%	3	-1	-9%	3.4	68	i	8
COc1ccccc1NC(=O)CON=C(N)CC(=O)NC1CCCCC1	1.8%	0.6%[50 µM]	23%	.	.	.	.	.	-4.1	50	.	.
